IMPase Li cell: cell-permeable IMPase inhibitors with lithium potentiation; AID 1457; Potency, µM (top dose mostly 59.4 µM), for inactives: top-dose activity, negative = IMPase inhibition, hits mostly inhibitors; CHO-M1 cells, IP1 TR-FRET (IP-One), carbachol + lithium; 210,000 compounds, 0.35% hits;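 also: IP1 builds up when IMPase is blocked and the TR-FRET signal falls; potency is read from the fitted curve at half-maximal effect; plate controls were basal vehicle for no effect and high inhibitor control for full effect; nearly all actives have a fitted effect of over 50% in size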
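Steps: plate 2000 CHO-M1 cells per well and culture 16–30 h; add compound and lithium; incubate 30 min, 37C; add d2-IP1 tracer and Eu cryptate anti-IP1 antibody in lysis buffer; read after 10 min at room temperature.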
CBFb RUNX1 block: CBF-beta/RUNX1 interaction disruption; AlphaScreen CBFb-His/RUNX1-biotin binding, biochemical; Q01196+Q13951; Potency, µM (series often up to 59.8 µM), for inactives: at the highest dose activity, negative = inhibition, usual class: inhibitors; 230,000 tested, under 10 active; AID 1477; also: % of control where 0% means no effect
Target sequence (Q01196 whole entry, looked up): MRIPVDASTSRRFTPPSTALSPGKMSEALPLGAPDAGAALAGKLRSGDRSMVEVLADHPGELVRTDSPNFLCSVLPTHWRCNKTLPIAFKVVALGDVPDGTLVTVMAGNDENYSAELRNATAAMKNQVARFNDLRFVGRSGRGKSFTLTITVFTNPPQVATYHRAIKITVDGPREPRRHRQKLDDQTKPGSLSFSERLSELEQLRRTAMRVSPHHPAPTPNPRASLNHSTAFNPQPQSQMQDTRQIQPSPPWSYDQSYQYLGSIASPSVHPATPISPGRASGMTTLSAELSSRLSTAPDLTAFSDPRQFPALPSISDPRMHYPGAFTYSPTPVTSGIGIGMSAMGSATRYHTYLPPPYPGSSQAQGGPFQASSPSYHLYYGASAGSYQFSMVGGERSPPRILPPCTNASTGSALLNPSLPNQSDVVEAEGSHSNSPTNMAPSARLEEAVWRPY
Target sequence (Q13951 whole entry, looked up): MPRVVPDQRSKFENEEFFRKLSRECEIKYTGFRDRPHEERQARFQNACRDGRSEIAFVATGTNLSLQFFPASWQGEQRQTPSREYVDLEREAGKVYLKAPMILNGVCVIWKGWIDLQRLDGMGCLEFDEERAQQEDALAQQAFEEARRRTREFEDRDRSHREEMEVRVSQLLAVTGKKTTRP
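Proteins preincubated together for 20 min at RT before compound addition; 15 min later, nickel and streptavidin beads were added and left 90 min prior to AlphaScreen measurement.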
LMNA splice mod: modulators of lamin A splicing. HeLa LMNA splicing GFP/RFP minigene ratio, 48 h. Potency, µM (series often up to 46.1 µM), inactives show at the top dose ratio change, negative = inhibition, actives largely listed as inhibitors. 200,000 compounds, 0.01% hits. AID 1487; active = well fitted inhibition curve with a large enough effect in the signal ratio, with a control signal flat, not every such curve was filed as active; inconclusive = small, poorly fitted or top-dose-only effect, or effect the other way, or a change in a side signal; the % refers to the signal ratio; also: potency is read from the fitted curve at half-maximal effect; % is scaled to controls: 0 for no effect and ±100 for the full control effect
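Read-out is the ratio of GFP to DsRed2 object intensity, acquired by 488 nm laser-scanning cytometry on HeLa lamin A-EGFP minigene reporter cells. Compound incubation 48 hrs at 37 °C in Opti-MEM with 2% FBS; DMSO 0.5% final.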
HTT ATP protect: Huntington cell model cytoprotection by ATP luminescence. 230,000 compounds, 0.14% hits. AID 1471. PC12 HTT-Q103 induced, cytoprotection, ATP luminescence, 40 h. Potency, µM (highest dose often 56.4 µM), inactives show cytoprotection (ATP increase), actives largely listed as activators;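 also: potency is read from the fitted curve at half-maximal effect; % of control where 0% means no effect; nearly all actives have a fitted effect of over 45% in size; toxic huntingtin expression switched on by the ecdysone agonist tebufenozide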
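Compounds added alongside 100 nM tebufenozide, which induces toxic Q103 huntingtin exon 1-GFP in stable PC12 cells; surviving cells quantified by luminescent ATP measurement. Medium: phenol red-free DMEM, 5% equine and 5% calf serum.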
KinaseGlo FLuc: Kinase-Glo luciferase inhibition (counter-screen); Q27757; Kinase-Glo luciferase, ATP luminescence, 8 min; Potency, µM (doses to about 38.3 µM), for inactives: top-dose activity change, negative = inhibition, most hits filed as inhibitors; 200,000 compounds, 0.28% hits; also: potency is read from the fitted curve at half-maximal effect; % is scaled to controls: 0 for no effect and ±100 for the full control effect; nearly all actives have a fitted effect of over 60% in size
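Kinase-Glo luciferase light output from ATP and luciferin was measured with 10 uM ATP, within the enzyme's linear range. Buffer: 50 mM imidazole pH 7.2, 50 mM KCl, 7 mM MgCl2, 0.01% Tween 20, 0.05% BSA; luminescence read after 8 min at ambient temperature.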
HTT aggregate: inhibitors of mutant huntingtin aggregate formation in PC12 cells; 220,000 compounds, 1.1% hits; Potency, µM (series often up to 46.1 µM), without a hit: top-dose activity change, negative = inhibition, actives largely listed as inhibitors; PC12 HttQ103-GFP aggregates, Acumen cytometry, 40 h; AID 1688; also: potency is read from the fitted curve at half-maximal effect; % is scaled to controls: 0 for no effect and ±100 for the full control effect; nearly all actives have a fitted effect of over 60% in size
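Inducible Q103 Huntingtin exon 1–GFP PC12 line, 1500 cells/well in phenol red free DMEM with 5% equine and 5% calf serum. Tebufenozide 100 nM induced expression; compounds titrated; aggregates quantified by cytometry.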
SMN2 splice up: enhancers of SMN2 splice variant expression; HEK293 SMN2-luciferase splicing reporter, luminescence, 30-36 h; Potency, µM (top dose mostly 46.1 µM), for inactives: at the highest dose activity change, positive = activation, most hits filed as activators; 210,000 compounds, 2.8% hits; AID 1458; also: potency is read from the fitted curve at half-maximal effect; % of control where 0% means no effect; nearly all actives have a fitted effect of over 55% in size
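HEK293 cells carry an SMN2 […]–luciferase reporter in which exon 7 inclusion puts luciferase in frame. Cells were plated 10-12 h before compound addition, then incubated 30-36 h at 37C. ONE-Glo luminescence was read; sodium butyrate at 4.5 mM final served as control.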
The depositor's hits bear a star; ? = inconclusive; . = not tested or not shown; & = joins results of further samples; [ ] = remark or other dose. Unless noted, calls follow the shape of the dose curve; as a rule, active = well fitted curve in the direction sought with a large enough effect; inconclusive = small, poorly fitted or top-dose-only effect, or another doubt; inactive = no such curve, though single readings can be large; an effect the other way counts as inactive or inconclusive.

SMILES	IMPase Li cell	CBFb RUNX1 block	LMNA splice mod	HTT ATP protect	KinaseGlo FLuc	HTT aggregate	SMN2 splice up
O=C(c1ccc(Cn2cc(Br)cn2)cc1)N1CCN(c2ccccc2)CC1	25.9%[38.3 µM]	2.8%	?	-26.0%	0.9%	-13.0%	?
Cc1ccc(N2CC(C(=O)Nc3ccncc3)CC2=O)cc1 (configuration not stated)	24.8%[38.3 µM]	12.5%	-2.8%	17.9%	5.3%	-0.6%	-3.8%
COc1cc([N+](=O)[O-])ccc1NC(=S)N1CCN(c2ccccn2)CC1	-1.8%	-7.6%	.	8.9%	.	-14.0%	.
Cc1ccccc1Nc1c(-c2cccnc2)nc2ccccn12	.	7.6%	.	-12.1%[10 µM]	.	22.6%[9.22 µM]	.
NC(=S)N/N=C/c1ccccc1O	.	?	.	-46.8%[inhibitor][10 µM]	.	-10.7%[9.22 µM]	.
O=c1c(-c2nc3ccccc3s2)cccn1Cc1ccc(Cl)c(Cl)c1	-5.9%[38.3 µM]	?	-6.5%	20.7%[10 µM]	6.2%	7.2%	-30.1%[inhibitor]
Cc1ccc(-c2nnn3c2nc(NCCc2ccc(S(N)(=O)=O)cc2)c2ccccc23)cc1	-22.3%	-3.1%	?	.	-0.1%	4.3%	25.0%
COC(=O)C(Cc1ccc(O)cc1)NC(=O)c1ccccc1OC (configuration not stated)	21.4%[38.3 µM]	-11.0%	10.7%	7.6%	2.6%	12.5%	?
COc1cc(CNc2ccc(N3CCCC3)cc2)cc(Cl)c1OC	26.3%	-0.6%	.	.	-8.9%	.	-37.0%[inhibitor]
CCC(C(=O)NCc1ccccc1OC)n1nc(C)n2c(cc3occc32)c1=O (configuration not stated)	-3.1%[38.3 µM]	1.7%	-0.6%	1.7%	-4.3%	4.6%	1.3%&-16.4%
O=C(CCN1CCN(c2ccccc2)CC1)NNC(=O)c1cccc2ccccc12	-4.4%	-1.5%	9.8%	4.2%[10 µM]	0.4%	23.5%	-7.8%
O=S(=O)(c1cccs1)N1CCN(CC(O)COc2cccc(Br)c2)CC1 (configuration not stated)	36.3%[38.3 µM]	-0.9%	?	5.0%	0.0%	?	-17.2%
Cc1ccccc1-n1nc(-c2cccnc2)cc1C(=O)N/N=C/c1ccncc1	4.0%	6.9%	-15.6%[46 µM]	-26.8%	2.1%	18.4%	-1.1%
COc1ccc(CCn2c(N)c(C(=O)NCc3ccco3)c3nc4ccccc4nc32)cc1OC	-7.7%[38.3 µM]	-4.7%	30.0%	3.8%	0.3%	?	-6.9%
CCOC(=O)c1c(-c2cccs2)csc1NC(=O)CN1CC(C)OC(C)C1 (configuration not stated)	47.7%[activator][38.3 µM]	9.4%	-10.0%	10.8%[10 µM]	2.2%	?	0.0%
COc1ccc(CNC(=O)CSc2nn3c(=O)c(C(C)(C)C)nnc3s2)cc1OC	2.6%	-6.5%	-9.5%[46 µM]	-0.6%	0.0%	-10.6%	-7.5%
CC(C)[N+](C)(C)CC#CC(O)(c1ccccc1)c1ccccc1	.	4.7%	.	-0.5%[10 µM]	.	-4.8%[9.22 µM]	.
CSc1nc2ccc(NS(=O)(=O)c3ccc([N+](=O)[O-])cc3)cc2s1	.	-15.6%	.	4.3%[10 µM]	.	-14.6%[9.22 µM]	.
COCCNC(=O)C(OC(=O)c1nsc(Cl)c1Cl)C(C)C (configuration not stated)	3.1%	3.8%	6.9%[46 µM]	-1.2%	5.0%	-3.9%	7.4%
O=c1[nH]ncc(NCCc2ccccc2)c1Cl	4.6%	3.4%	.	24.7%[10 µM]	-1.4%	4.2%[9.22 µM]	.

Three compounds out of the list above, ordered by their value in HTT aggregate, smallest number first:
canonical_smiles,HTT aggregate
COCCNC(=O)C(OC(=O)c1nsc(Cl)c1Cl)C(C)C (configuration not stated),-3.9%
CCC(C(=O)NCc1ccccc1OC)n1nc(C)n2c(cc3occc32)c1=O (configuration not stated),4.6%
Cc1ccccc1-n1nc(-c2cccnc2)cc1C(=O)N/N=C/c1ccncc1,18.4%

More results:
SMILES	IMPase Li cell	CBFb RUNX1 block	LMNA splice mod	HTT ATP protect	KinaseGlo FLuc	HTT aggregate	SMN2 splice up
CCCN(CCC)S(=O)(=O)c1ccc(C(=O)NNC(=O)c2cc(OC)c(OC)c(OC)c2)cc1	.	-6.1%	4.2%[46 µM]	-5.6%[10 µM]	.	10.8%[9.22 µM]	.
COC(=O)c1[nH]c2cccc(Cl)c2c1NC(=O)CN1CCCCC1C (configuration not stated)	4.2%[38.3 µM]	1.1%	?	-9.8%[0.074 µM]	-3.3%	-9.6%	5.4%
CC(=O)c1ccc(NS(=O)(=O)c2ccc3ccccc3c2)cc1	-5.6%	-1.9%	?	.	1.9%	9.3%	-32.6%[inhibitor]
CN(c1ccccc1)S(=O)(=O)c1cccc(NC(=O)Nc2ccc(Cl)cc2C#N)c1	5.1%	11.7%	?	-4.5%[10 µM]	3.9%	-6.6%	-26.3%
CC1CCC(=NNc2ccc(C(F)(F)F)cc2[N+](=O)[O-])CC1 (configuration not stated)	3.8%	-1.2%	-23.7%	?	-1.3%	5.7%	-11.7%
C(=C\c1ccccc1)/C=N/Nc1nc(N2CCOCC2)nc(N2CCOCC2)n1	2.1%[38.3 µM]	3.2%	-2.8%	-20.9%	-3.7%	8.7%	-4.0%
COC(=O)c1ccccc1S(=O)(=O)N1CCn2cccc2C1C (configuration not stated)	1.9%	-13.7%	-9.4%[46 µM]	-7.5%	-1.2%	0.6%	-2.9%
CC1(c2nnc(-c3ccccc3)o2)CC(c2cccc(Cl)c2)=NO1 (configuration not stated)	.	19.9%	.	1.7%[10 µM]	.	-15.0%[9.22 µM]	.
N#C/C(=C\c1ccc2c(c1)OCO2)C(=O)NCc1ccco1	1.8%	9.8%	?	-20.3%	1.3%	4.3%	1.2%
Cc1cc(C(F)(F)F)nn1CC(=O)NCc1cccs1	4.3%	3.7%	.	13.2%[10 µM]	-1.0%	0.0%[9.22 µM]	.
Cc1ccc(NC(=S)N2CCN(C(=O)C3CCCO3)CC2)cc1 (configuration not stated)	-1.8%	0.1%	-9.8%	29.7%[0.074 µM]	-3.3%	-1.0%	0.6%
O=C(CN(Cc1ccco1)C(=O)CCC(=O)Nc1nccs1)NCc1ccccc1	1.1%	-4.7%	?	-5.8%[10 µM]	-1.5%	0.1%	0.3%
Nc1nc2n(n1)C(c1cccc(Br)c1)CC(c1ccc(F)cc1)N2 (configuration not stated)	9.0%	0.5%	-6.1%	-11.4%[10 µM]	2.0%	3.1%	12.5%
COc1cc(/C=N/NC(=O)C(=O)NCc2ccco2)cc(Br)c1O	.	-10.0%	.	6.5%[10 µM]	.	14.5%[9.22 µM]	.
Nn1c(SCc2ccccc2F)nnc1-c1ccncc1	.	3.5%	.	16.8%[10 µM]	.	-3.7%[9.22 µM]	.
CCc1ccc(S(=O)(=O)NC(CC(=O)O)c2ccccc2)cc1 (configuration not stated)	-5.2%[38.3 µM]	-1.1%	3.0%	-6.6%	-2.6%	-1.1%	-1.3%
COC(=O)Cc1csc(Nc2ccc(F)c(Cl)c2)n1	-3.1%	-1.6%	1.8%[9.22 µM]	-16.0%	-1.2%	11.9%	-6.6%
Cc1nn(-c2ccc(F)cc2)c(Cl)c1/C=C(\CCC(=O)O)c1nc2ccccc2s1	6.1%[38.3 µM]	-1.8%	17.5%	0.7%	-5.0%	5.7%	-12.9%
Cn1c(CCC(=O)OCC(=O)NCc2ccc3c(c2)OCO3)nc(=O)c2ccccc21	-0.2%	-3.5%	-5.4%[46 µM]	-20.3%	1.0%	5.5%	-3.2%
CCOC(=O)C(=CNc1cccc(C)n1)C(=O)OCC	-2.5%[38.3 µM]	0.1%	4.9%	-33.8%	-7.0%	4.1%	-25.0%
COc1cccc(/C=N/N=C(\N)c2nonc2N)c1O	3.1%	-6.0%	?	-2.1%[10 µM]	-5.5%	20.7%	?
Cc1cnc(CNc2ncnc3ccc(-c4ccoc4)cc23)cn1	8.8%	.	1.6%	-31.6%[inhibitor]	.	.	.
COc1ccc(-c2cn3c(C)c(C(=O)Nc4cc(NC(C)=O)ccc4OC)sc3n2)cc1	4.47µM*	-1.3%	?	-13.7%[10 µM]	1.9%	-2.3%	13.7%
CC1CCN(C(=O)CCNC(=O)Cn2cnc3sc4c(c3c2=O)CCCC4)CC1	18.2%[38.3 µM]	-3.1%	-4.3%	8.1%	18.9%	-11.1%	-5.6%
C=CCNC(=O)CCCOc1cc(C)ccc1C	13.1%[38.3 µM]	12.3%	12.7%	-54.8%[inhibitor]	-1.8%	7.8%	13.9%
O=C(O)C1C2CCC(C2)C1C(=O)Nc1cc(F)ccc1F (configuration not stated)	0.3%[38.3 µM]	5.8%	8.3%	-5.4%[0.074 µM]	-3.5%	11.5%	-10.6%

Copied from the results shown, 6 compounds:
SMILES	IMPase Li cell	CBFb RUNX1 block	LMNA splice mod	HTT ATP protect	KinaseGlo FLuc	HTT aggregate	SMN2 splice up
COc1cccc(/C=N/N=C(\N)c2nonc2N)c1O	3.1%	-6.0%	?	-2.1%[10 µM]	-5.5%	20.7%	?
Cc1cnc(CNc2ncnc3ccc(-c4ccoc4)cc23)cn1	8.8%	.	1.6%	-31.6%[inhibitor]	.	.	.
COc1ccc(-c2cn3c(C)c(C(=O)Nc4cc(NC(C)=O)ccc4OC)sc3n2)cc1	4.47µM*	-1.3%	?	-13.7%[10 µM]	1.9%	-2.3%	13.7%
CC1CCN(C(=O)CCNC(=O)Cn2cnc3sc4c(c3c2=O)CCCC4)CC1	18.2%[38.3 µM]	-3.1%	-4.3%	8.1%	18.9%	-11.1%	-5.6%
C=CCNC(=O)CCCOc1cc(C)ccc1C	13.1%[38.3 µM]	12.3%	12.7%	-54.8%[inhibitor]	-1.8%	7.8%	13.9%
O=C(O)C1C2CCC(C2)C1C(=O)Nc1cc(F)ccc1F (configuration not stated)	0.3%[38.3 µM]	5.8%	8.3%	-5.4%[0.074 µM]	-3.5%	11.5%	-10.6%

IMPase Li cell: entries above that show a hit
| SMILES | IMPase Li cell | CBFb RUNX1 block | LMNA splice mod | HTT aggregate | SMN2 splice up |
| --- | --- | --- | --- | --- | --- |
| COc1ccc(-c2cn3c(C)c(C(=O)Nc4cc(NC(C)=O)ccc4OC)sc3n2)cc1 | 4.47µM* | -1.3% | ? | -2.3% | 13.7% |

An unsorted share of the library; about 4% have a hit in one of these screens.
